HEK293 cAMP ctrl: counter-screen for TSHR agonists: cAMP increase in parental HEK293; Potency, µM (series often up to 57.1 µM), for the others: at the highest dose activation, most hits filed as activators; parental HEK293 CNG cAMP sensor, membrane potential fluorescence; 2.5% of 73,000 active; AID 938; further: potency means the concentration at half of the fitted maximal effect; % of control where 0% means no effect; nearly all actives have a fitted effect of over 55% in size
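Parental HEK 293 cells stably expressing a cAMP-gated CNG channel were loaded with membrane potential dye containing 100 uM RO 20-1724 for 60 min. Compound added for 30 min; depolarization read as fluorescence intensity at 590 nm.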
ALOX15 inhib: blocks human 15-lipoxygenase activity; purified 15hLO-1, xylenol orange hydroperoxide absorbance; Potency, µM (series often up to 57.1 µM), inactives show at the highest dose activity change, negative = inhibition, usual class: inhibitors; 1.4% of 74,000 active; further: potency means the concentration at half of the fitted maximal effect; on the % scale 0 is the no-effect control and ±100 the full control effect; nearly all actives have a fitted effect of over 55% in size
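Quantitative HTS in 25 mM Hepes pH 7.5 containing 0.01% Triton X-100: human 15hLO-1 at 40 nM, arachidonic acid at 50 uM, 6 min turnover. Product quantified via ferrous oxidation/xylenol orange, 573:405 nm absorbance ratio.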
BRCT PPI red: inhibitors of human BRCA1 BRCT-phosphoprotein interaction (red fluorophore); BRCT-phosphopeptide binding, red fluorescence polarization; Potency, µM (titrated, usually from 76.9 µM), for the others: at the highest dose activity change, negative = inhibition, usual class: inhibitors; 0.03% of 75,000 active; further: on the % scale 0 is the no-effect control and ±100 the full control effect
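Fluorescence polarization: 100 nM His-tagged BRCA1 BRCT with 100 nM TAMRA-labelled phospho-BACH1 decapeptide, phosphate buffer pH 7.3 with 150 mM NaCl, DTT, 0.01% Tween 20; 12 min RT. Binding inhibition seen as FP decrease.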
Rhodamine fluor: compound fluoresces in the rhodamine spectral region. Rhodamine-region fluorescence, 547/598 nm, Tris buffer; stronger effect = higher value. max dye-equivalent concentration, M. 0.05% of 59,000 active. AID 594; in the data active means max dye-equivalent concentration above about 11 nM; inconclusive means between about 1.1 nM and that limit
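Steps: pin-transfer compounds into pH 8.0 Tris (100 mM), hold 15 min at room temperature, image with a 547/598 nm filter pair, and convert intensities to rhodamine-equivalent concentration using a six-point on-plate rhodamine series.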
USP2a inhib: USP2a (human) protease inhibition; Potency, µM (top dose mostly 38.3 µM), without a hit: at the top dose activity change, negative = inhibition, actives largely listed as inhibitors; AID 927; 0.1% of 60,000 active; O75604; USP2a enzymatic assay, qHTS inhibition;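 further: potency means the concentration at half of the fitted maximal effect; nearly all actives have a fitted effect of over 60% in size; plate controls were DMSO for no effect and NEM full inhibition control for full effect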
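USP2 core (20 nM final) was preincubated with compound for 30 min at RT in 20 mM Tris-HCl pH 8.0, 2 mM CaCl2, 2 mM beta-mercaptoethanol; Ub-PLA2 (20 nM) plus NBD C6-HPC (20 uM) then added, fluorescence read after 2.5 h.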
Caspase-7 inhib: caspase-7 (human) inhibition, allosteric or competitive; 0.02% of 75,000 active; recombinant caspase-7, Ac-DEVD-AFC fluorescence rate; Potency, µM (doses to about 57.5 µM), for inactives: at the highest dose activity change, negative = inhibition, actives largely listed as inhibitors; AID 889; P55210; active means well fitted inhibition curve with a large enough effect in the main read-out, with a control signal flat, not every such curve was filed as active; inconclusive means small, poorly fitted or top-dose-only effect, or a change in a side signal; further: potency means the concentration at half of the fitted maximal effect; % of control where 0% means no effect
Tau filament bind: tau filament binding; P10636; recombinant tau filaments, thioflavin S fluorescence, 15 h; filaments grown with octadecylsulfate alongside compound; Potency, µM (series often up to 57.1 µM), inactives show top-dose activity change, negative = inhibition; 2% of 71,000 active; AID 596;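 further: potency means the concentration at half of the fitted maximal effect; on the % scale 0 is the no-effect control and ±100 the full control effect; actives lower thioflavin S fluorescence by blocking filaments or displacing dye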
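Assay mix: 1 uM His-tagged tau, 30 uM sodium octadecylsulfate, thioflavine S dye in HEPES/NaCl/DTT buffer. Compound is added prior to the inducer. Fluorescence after 15 h at 37 C.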
HADH2 inhib: HADH2 (human) dehydrogenase inhibition. Q99714. recombinant HADH2, NADH fluorescence, beta-hydroxybutyryl-CoA. Potency, µM (highest dose often 57.1 µM), for the others: at the highest dose activity change, negative = inhibition, actives largely listed as inhibitors. 3.4% of 73,000 active; further: potency means the concentration at half of the fitted maximal effect; on the % scale 0 is the no-effect control and ±100 the full control effect; nearly all actives have a fitted effect of over 60% in size; many of its hits are not listed in these tables
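NADH fluorescence (ex 360/em 450 nm) read every 30 s for 4 min; activity taken as last-minus-first time point difference. Enzyme 20 nM, NAD+ 1 mM, beta-hydroxybutyryl-CoA 90 uM, pH 9.0 Tris buffer.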
BRCT inh green: inhibitors of human BRCA1 BRCT-phosphoprotein interaction (green fluorophore); P38398; BRCA1 BRCT-phosphopeptide binding, green fluorescence polarization; Potency, µM (highest dose often 76.9 µM), for inactives: at the top dose activity change, negative = inhibition, most hits filed as inhibitors; 0.05% of 75,000 active;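 further: potency means the concentration at half of the fitted maximal effect; plate controls were peptide without protein for full effect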
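Fluorescence polarization: His-tagged BRCT (~35 kDa BRCA1 C-terminus, 250 nM) bound to 100 nM fluorescein-labeled phosphorylated 10-aa BACH1 peptide, pH 7.3 phosphate buffer with DTT and Tween 20. Compounds incubated 12 min at room temperature; inhibition read as lowered polarization.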
DNA Pol III inh: inhibitors of bacterial DNA polymerase III holoenzyme; reconstituted DNA polymerase III holoenzyme replication, biochemical; Potency, µM (top dose mostly 57.1 µM), without a hit: top-dose activity change, negative = inhibition; 0.25% of 71,000 active; AID 603; further: potency means the concentration at half of the fitted maximal effect; on the % scale 0 is the no-effect control and ±100 the full control effect
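Reconstituted *E. coli* holoenzyme (0.35 nM Pol III, 1 nM beta, 154 nM SSB, 2 nM primase) was preincubated with compound for 15 min at RT. Synthesis on 1.4 nM ssM13Gori ran 35 min, then was stopped with PicoGreen/EDTA and read as dsDNA fluorescence.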
Caspase-1 inhib: allosteric or competitive inhibitors of human caspase-1; P29466; Caspase-1 enzyme, Ac-WEHD-AFC fluorogenic rate; Potency, µM (highest dose often 57.5 µM), without a hit: at the highest dose activity change, negative = inhibition, usual class: inhibitors; 0.03% of 75,000 active; AID 900;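 further: potency means the concentration at half of the fitted maximal effect; plate controls were vehicle for no effect and no substrate for full effect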
The depositor's hits bear a star; i = inactive; u = inconclusive; x = not tested or not shown; [ ] = dose if it differs, or a comment. Unless noted, the call rests on the fitted dose curve; in most records, active means well fitted curve in the direction sought with a large enough effect; inconclusive means small, poorly fitted or top-dose-only effect, or another doubt; inactive means no such curve, though single readings can be large; an effect the other way counts as inactive or inconclusive. Only part of the results is shown. The share of hits here may be higher or lower than overall.

Below each SMILES: DNA Pol III inh	Caspase-1 inhib	Rhodamine fluor	ALOX15 inhib	BRCT PPI red	BRCT inh green	Tau filament bind	USP2a inhib	HADH2 inhib	Caspase-7 inhib	HEK293 cAMP ctrl
1	COC(=O)c1[nH]c2cc(OC)ccc2c1NC(=O)c1ccc2c(c1)OCO2
  x	-6%	x	-8%	0.8%	-1.4%	x	x	-15%	-7%	-26%
2	CC(=O)c1ccc(N2CCN(S(=O)(=O)c3cccc(S(=O)(=O)N4CCOCC4)c3)CC2)cc1
  -3%	-3%	i	-6%	-1.4%	-0.8%	-6%	x	29%	1%	u
3	Cn1c(=O)cc(OCCCC(=O)NCCN2CCN(c3ccccc3F)CC2)c2ccccc21
  -3%	-4%	x	4%	-0.4%	-1.9%	27%	x	-4%	-1%	20%
4	O=C(NC1CCCCC1)C1CCN(S(=O)(=O)N2CCOCC2)CC1
  -4%	-1%	i	-2%	0.9%	-1.7%	-6%	6%	2%	3%	2%
5	COC(=O)CSc1nnc(CNc2ccc(Cl)cc2)n1Cc1ccccc1
  -3%	-3%	i	-6%	-0.1%	-0.5%	3%	6%	-3%	-1%	u
6	CCCN(CCC)C(=O)CSc1nc2ccccc2c(=O)n1C1CCCC1
  19%	-1%	i	-7%	-0.7%	0.4%	-1%	-3%	-18%	-4%	u
7	COc1ccc(N2CCN(c3nc4c(c(=O)n(C)c(=O)n4C)n3Cc3ccccc3)CC2)cc1
  -12%	-7%	i	-17%	0.2%	-2.7%	-12%	25%	0%	-3%	-8%
8	O=C(CSc1nc2ccccc2c2ccccc12)c1ccccc1
  3%[11.4 µM]	-7%[11.5 µM]	i	-12%[11.4 µM]	-1.2%[15.4 µM]	0.4%[15.4 µM]	17%[11.4 µM]	x	u	-3%[11.5 µM]	5%[11.4 µM]
9	c1ccc(C2=Nn3c(nnc3-c3cccnc3)SC2)cc1
  -3%	-3%	i	-6%	-2.3%	-0.6%	0%	-2%	-1%	1%	-5%
10	Cc1ccc(Nc2c3c(nc4ncnn24)CCC3)cc1
  -3%	1%	i	5%	-0.9%	-1.9%	16%	-4%	3%	0%	13%
11	Cc1ccc2[nH]c3nc(SCCN4CCOCC4)nnc3c2c1
  -4%	-2%	i	2.5µM*	-4.1%	-5.1%	16%	16%	-24%	-1%	-2%
12	O=c1c(-c2cccc(Cl)c2)nc2cncnc2n1Cc1ccc(F)cc1
  -6%	-6%	i	-27%	-0.5%	0.9%	-19%	105%[activator]	0%	-10%	16%
13	CC1CCCCN1CCNC(=O)c1cnn2ccccc12 (stereo not drawn)
  -7%	-13%	x	0%	-0.4%	-2.6%	-4%	x	-12%	-2%	u
14	O=C(CCSc1nccn1Cc1ccccc1)N1CCOCC1
  -4%	0%	x	2%	-0.2%	-1.9%	-8%	-1%	-6%	0%	-11%
15	O=C(CN1CCN(c2ncccn2)CC1)Nc1ccccc1-n1cccc1
  -5%	1%	i	-9%	-1.6%	0.3%	3%	-2%	2%	-1%	u
16	CCOC(=O)c1ccccc1NC(=O)C(C)Oc1ccccc1 (stereo not drawn)
  0%	-4%	x	-10%	-0.1%	0.8%	-16%	-13%	6%	-4%	27%
17	Cc1cc(C)c2[nH]c(=O)c(CN(Cc3nnnn3C3CCCC3)C3CCCCC3)cc2c1
  0%	-1%	i	1%	1.5%	-2.6%	12%	1%	-1%	-1%	13%
18	N#Cc1c(NC(=O)C(F)(F)F)sc2c3c(=O)c4ccccc4c(=O)c=3oc3ccccc3c12
  -5%[11.4 µM]	-1%[11.5 µM]	i	-16%[11.4 µM]	-0.9%[15.4 µM]	0.5%[15.4 µM]	4µM*	x	-27%[11.4 µM]	-4%[11.5 µM]	-6%[11.4 µM]
19	O=C(COc1ccccc1)Nc1ccccc1N1CCN(c2ccc(F)cc2)CC1
  8%	-15%	i	-6%	-2.0%	-1.8%	1%	0%	u	-23%	7.9µM*
20	CN(C)c1ccc(-c2cncnc2NCCc2cnc[nH]2)cc1
  -8%	1%	i	14%	-1.8%	-3.9%	-1%	-25%	10%	-5%	-7%
21	CCn1c(COc2ccccc2C)nnc1SCC(=O)N1CCC(C)CC1
  -5%	0%	i	4%	-1.7%	0.2%	-7%	2%	22%	0%	25%
22	CNC1=C(Cl)C(=O)c2ccncc2C1=O
  -14%	u	x	-15%	-0.1%	-1.1%	u	x	-18%	-24%	0%
23	Oc1ccc(-c2nc3ccccn3c2NCc2ccc3c(c2)OCO3)cc1
  2%	-11%	i	-18%	1.4%	-1.3%	-2%	-3%	-1%	-7%	-31%[inhibitor]
24	CN1CCN(C(=O)c2ccc3c(=O)n(CCc4ccccc4)c(=S)[nH]c3c2)CC1
  7%	3%	i	1%	0.0%	-1.4%	3%	7%	0%	-1%	-6%
25	Cc1noc(C)c1C(=O)NCc1cccs1
  1%	0%	i	8%	0.0%	-0.5%	5%	-1%	-2%	0%	1%
26	C[C@H](CO)NC(=O)[C@@H]1C[C@H]1[C@@H](NP(=O)(c1ccccc1)c1ccccc1)c1ccccc1
  1%	1%	x	x	0.1%	0.3%	-8%	x	1%	1%	16µM*
27	CC(C)(C)c1ccc(NC(=O)NCc2ccco2)cc1
  -1%[11.4 µM]	-2%	x	-2%[11.4 µM]	-1.3%	-1.0%	-17%[11.4 µM]	1%[7.66 µM]	4%[11.4 µM]	-2%	4%[11.4 µM]
28	CS(=O)(=O)N1CCN(C(=O)c2cc(-c3cccs3)nc3ccccc23)CC1
  -3%	0%	i	-9%	0.4%	-1.7%	10%	36%[activator]	32µM*	-2%	-4%
29	CC(=O)c1ccc(NC(=O)C2CCCN2S(=O)(=O)c2cccc3cccnc23)cc1 (stereo not drawn)
  -4%	2%	x	7%	1.4%	-0.7%	-5%	x	-3%	-1%	-3%
30	CCN(CC)CCCNC(=O)c1ccccc1C
  -6%	0%	x	2%	-0.6%	-2.5%	2%	-3%	4%	-3%	10%
31	CCOC(=O)c1c(NC(=O)COc2ncnc3sccc23)sc2c1CCC2
  4%	-2%	i	-21%	0.9%	2.2%	124%	24%	-2%	-3%	14%
32	COc1ccc(-n2c(SCc3nnc(-c4ccccc4)o3)nnc2-c2ccccc2)cc1
  -1%	-2%	i	-4%	0.0%	0.7%	24%	46%[activator]	-1%	-6%	20µM*
33	CC(C)CC(=O)N1CCN(S(=O)(=O)c2ccc(F)cc2)CC1
  -6%	-1%	i	6%	1.2%	-0.4%	2%	0%	18%	-7%	6%
34	C=CCc1cccc(C2NC(C(=O)O)CCC2C)c1 (stereo not drawn)
  x	2%[11.5 µM]	x	5%[11.4 µM]	0.4%[15.4 µM]	-0.5%[15.4 µM]	x	x	4%[11.4 µM]	1%[11.5 µM]	-1%[11.4 µM]
35	CCCCCCN(C(=O)CCCCCN1C(=O)NC(c2ccc3ccccc3c2)C(C(=O)OCc2ccccc2)=C1C)C(C(=O)NCCCC)c1ccc(OCC(=O)OC)c(C(=O)OC)c1 (stereo not drawn)
  1%	-4%	x	-7%	-2.1%	-2.2%	78%	x	-9%	-3%	23%
36	CCc1ccc2[nH]c(=O)c(CN(Cc3ccc4c(c3)OCO4)Cc3nnnn3C3CCCC3)cc2c1
  -4%	u	i	-20%	0.4%	-1.3%	16%	33%[activator]	-3%	-26%	u
37	CS(=O)(=O)N(CC(=O)NCc1ccc2c(c1)OCO2)Cc1ccc(Cl)cc1
  2%	1%	i	2%	-0.4%	-2.1%	10%	1%	0%	0%	34%
38	CO[C@@H]1COC(=O)C/C=C\[C@H](C)COC(=O)[C@H](Cc2ccccc2)NC(=O)C/C=C\[C@H]1C
  x	-8%[11.5 µM]	x	-3%[11.4 µM]	0.0%[15.4 µM]	-5.4%[15.4 µM]	x	x	-6%[11.4 µM]	1%[11.5 µM]	5%[11.4 µM]
39	COc1ccc(OCC(O)CN2CCCCC2)cc1 (stereo not drawn)
  -7%	1%	x	4%	0.7%	0.0%	-3%	x	5%	1%	2%
40	O=C(O)c1cscn1
  0%	1%	i	10%	0.6%	-2.0%	1%	-11%	-3%	0%	-2%
41	Cc1c(NC(=O)c2ccccc2NS(=O)(=O)c2ccc(F)cc2)c(=O)n(-c2ccccc2)n1C
  0%	0%	i	8%	-0.1%	0.0%	7%	10%	0%	-2%	2%
42	O=C(Nc1nc2c(s1)CCCC2)c1cccnc1
  x	1%	x	3%	-1.9%	-1.0%	x	x	-4%	0%	1%
43	Cn1c(=O)oc2cc(S(=O)(=O)Nc3ccc(Cl)cc3F)ccc21
  -2%	-3%	x	2%	0.0%	0.4%	-10%	x	-4%	0%	u
